Screening data as filed in PubChem BioAssay.
ERK EGF inh – qHTS Assay for Inhibitors of the ERK Signaling Pathway using a Homogeneous Screening Assay; Stimulation with EGF; HEK293-V1b, EGF-stimulated phospho-ERK AlphaScreen; AID 1454, 2008; Potency, µM (highest dose often 11.5 µM), inactives show at the highest dose activity change, negative = inhibition, hits mostly inhibitors; 0.41% of 130,000 active; active means well fitted inhibition curve with a large enough effect; inconclusive means small, poorly fitted or top-dose-only effect, or effect the other way;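 further: plate controls were stimulated vehicle wells for no effect and unstimulated vehicle basal for full effect; nearly all actives have a fitted effect of over 55% in size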
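Cell line HEK293 (stable V1b), low serum overnight. Pretreatment: compound 30 min, 37C. EGF 25 nM, 5 min. Detection: SureFire AlphaScreen, 5 h RT. AC50 via standard Hill equation.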
* marks the source's active call; other numbers are inactive results; u = inconclusive; & = joins results of further samples; [ ] = another dose, or the depositor's remark. Potency means the concentration at half of the fitted maximal effect.

SMILES	ERK EGF inh
O=C(CCN1CCN(c2ccccc2)CC1)Nc1ccc2c(c1)OCO2	16%
Cc1ccc(C)c(OCc2nnc(NC(=O)c3ccc4c(c3)OCO4)s2)c1	0%[57.5 µM]
C/C(=N\NC(=O)CN1CCN(S(=O)(=O)c2ccc(C)cc2)CC1)c1ccc(O)cc1	-15%[57.5 µM]
CC(C)(C)NC(=S)NNC(=O)c1ccc2ncccc2c1	-3%
CC(=O)c1ccccc1OCCOCCOCCOc1ccccc1C(C)=O	-14%
CC(Sc1nc(-c2ccccc2)cc(C(F)(F)F)n1)C(=O)O (configuration not stated)	11%
C=CCn1cccc(C(=O)Nc2cc(OC)cc(OC)c2)c1=O	3%
Nc1c(-c2ccccc2)cnc2cc(-c3ccccc3)nn12	-1%
CC1=Nc2ccccc2N=C(NC(=O)c2ccccc2)C1c1ccccc1 (configuration not stated)	-1%
COc1cccc(/C=N/NC(=S)NC2CC3CCC2C3)c1OC (configuration not stated)	u
CC(=O)Nc1ccc2nc3c(=O)n(C)c(=O)n(C)c3nc2c1	2%[57.5 µM]
COc1ccc(-c2cc(=O)c3c(OC)c(OC)c(OC)c(OC)c3o2)cc1	18%
COc1cc(-n2c(-c3ccccc3)n[nH]c2=S)c(OC)cc1Cl	-1%
O=C(CSCc1ccccc1)Nc1ccc(F)cc1F	-1%
Nc1nonc1-n1nnc(C(=O)N/N=C/c2ccc(OCc3ccccc3)cc2)c1COc1ccc(F)cc1	-3%[57.5 µM]
Cc1cc(C(=O)COC(=O)Cc2n[nH]c(=O)c3ccccc23)c(C)n1-c1cccc(C(F)(F)F)c1	3%
Cc1nn(Cc2c(Cl)cccc2Cl)c(C)c1NC(=O)Cn1nc([N+](=O)[O-])c(Cl)c1C	0%
CCOC(=O)c1c(NC(=O)c2cc3n(n2)C(C(F)(F)F)CC(c2ccccc2)N3)sc(C)c1C (configuration not stated)	-2%
O=[N+]([O-])c1cccc(-c2noc(-c3ccco3)n2)c1	u
CSc1nc2ccsc2c(=O)n1-c1ccccn1	-5%

For reference, some entries already given.
SMILES	ERK EGF inh
O=C(CCN1CCN(c2ccccc2)CC1)Nc1ccc2c(c1)OCO2	16%
Cc1ccc(C)c(OCc2nnc(NC(=O)c3ccc4c(c3)OCO4)s2)c1	0%[57.5 µM]
C/C(=N\NC(=O)CN1CCN(S(=O)(=O)c2ccc(C)cc2)CC1)c1ccc(O)cc1	-15%[57.5 µM]
CC(C)(C)NC(=S)NNC(=O)c1ccc2ncccc2c1	-3%
CC(=O)c1ccccc1OCCOCCOCCOc1ccccc1C(C)=O	-14%

Other entries follow:
SMILES	ERK EGF inh
CCOc1ccc(NC(=S)NCCCc2ccccc2)cc1	6%
CC1=CC(c2ccc(Cl)cc2)n2nc(N3C(=O)CCC3=O)nc2N1 (configuration not stated)	7%
O=C(COC(=O)c1ccc(NS(=O)(=O)c2ccc3c(c2)OCCO3)cc1)NC1CCS(=O)(=O)C1 (configuration not stated)	3%
CCc1ccc(NC(=S)NC2CCN(Cc3ccccc3)CC2)cc1	-2%
Cc1cc(C(F)(F)F)nn1CC(=O)NCc1cccs1	3%
Nc1nc2c(Cl)ccc(Cl)c2s1	-9%
CC1CCN(C(=S)NC(=O)c2cccs2)CC1	-2%
Cc1ccc(C(=O)N/C(=C/c2cccs2)C(=O)NCCc2c[nH]c3ccccc23)cc1	2%
CN(C)CCN(C(=O)c1ccc(N2C(=O)CCC2=O)cc1)c1nc2cc3c(cc2s1)OCO3	11%
Cc1ccc(N2CN(Cc3cccnc3)CNC2=S)cc1	-1%
O=C(Nc1nnc(COc2ccc(F)cc2)s1)Nc1ccccc1F	0%[57.5 µM]
COCCCNC(=O)c1cc2cc(Br)ccc2oc1=O	6%
COc1ccc(C(=O)COc2ccc(C)cc2NC(C)=O)cc1	-14%[57.5 µM]
COc1cc(C(=O)OCC(=O)NCCN2C(=O)CSC2=O)ccc1OCc1c(C)noc1C	-15%
CCCn1cc2c(c1-c1ccc(C)cc1)c(=O)n(C)c(=O)n2C	1%
CCCNC(=O)Nc1ccc(C)cc1C	-2%[57.5 µM]
O=S(=O)(/N=C(/Nc1ccc(F)cc1F)c1ccccc1)c1ccc(Br)cc1	-2%
O=C(COc1c(Br)cc(Br)c2cccnc12)Nc1ccccc1F	-9%
O=[N+]([O-])c1cccc(CNCc2ccccc2)c1	6%
CN(c1ccc(C(=O)Nc2cccc([N+](=O)[O-])c2)cc1)S(C)(=O)=O	4%

As entered above.
Reading of COc1ccc(C(=O)COc2ccc(C)cc2NC(C)=O)cc1 in ERK EGF inh: -14%[57.5 µM]
Reading of Cc1ccc(C(=O)N/C(=C/c2cccs2)C(=O)NCCc2c[nH]c3ccccc23)cc1 in ERK EGF inh: 2%
Reading of CCCn1cc2c(c1-c1ccc(C)cc1)c(=O)n(C)c(=O)n2C in ERK EGF inh: 1%
Reading of CN(c1ccc(C(=O)Nc2cccc([N+](=O)[O-])c2)cc1)S(C)(=O)=O in ERK EGF inh: 4%

(listing goes on)
SMILES	ERK EGF inh
O=S(=O)(NCCc1ccccc1)c1cccc2cccnc12	-1%
Nc1ccccc1C(=O)/C=C/c1ccc2c(c1)OCO2	-7%&8%
CCOC(=O)c1[nH]c2ccc(OC)cc2c1NC(=O)/C=C/c1ccc2c(c1)OCO2	24%
NC(=O)N1c2ccccc2CC(=O)c2ccccc21	-20%[57.5 µM]
CCOC(=O)Cc1csc(NC(=O)/C=C\c2ccccc2)n1	4%
CCC(C)(C)NC(=O)CCCSc1nc2ccccc2s1	9%
C=CC1(C)CC(=O)C2(O)C(C)(O1)C(OC(C)=O)C(O)C1C(C)(C)CCC(O)C12C (configuration not stated)	u
CC1(C)CC2(CCO1)OC(=O)CC2C(=O)Nc1ccccc1Cl (configuration not stated)	6%
CSCC[C@H](NC(=O)NC1CCCC1)C(=O)O	-2%[57.5 µM]
COc1cccc(C(=O)N2CCN(Cc3cn[nH]c3-c3ccc(F)cc3F)CC2)c1	1%
O=C1CCC(C(=O)Nc2nnc(C3CC3)s2)=NN1	-3%
CN(Cc1ccccc1)S(=O)(=O)c1ccc2[nH]cc(C(=O)NCC3CCCO3)c(=O)c2c1 (configuration not stated)	-1%[57.5 µM]
COc1cc(C)nc(N2CCCC(C(=O)NCC(C)C)C2)n1 (configuration not stated)	-4%
Cc1ccsc1C(=O)C1CCCN(Cc2cccn2-c2ccc(Cl)cn2)C1 (configuration not stated)	-3%
COc1ccc(S(=O)(=O)n2nc(-c3ccc(Cl)cc3)cc2N)cc1	10%[57.5 µM]
O=C(/C=C/c1ccco1)NCC1(c2ccccc2)CCCC1	-9%
Cc1ccc2[nH]c(=O)c(C(c3nnnn3C3CCCC3)N3CCCc4ccccc43)cc2c1 (configuration not stated)	-9%
CCOc1ccc(NC(=O)c2ccc3snnc3c2)cc1	1%
O=C(Cn1c(-c2ccccc2)c[n+]2ccsc12)c1ccc([N+](=O)[O-])cc1	4%
Cc1ccc(S(=O)(=O)NNC2CC(=O)N(c3ccc(Br)cc3)C2=O)cc1 (configuration not stated)	-6%
c1ccc(Cn2cc(CNc3ccccc3)nn2)cc1	-8%[57.5 µM]
NC(=NC(=O)c1ccc(OC(F)(F)F)cc1)c1ccc(C(F)(F)F)cn1	-6%[57.5 µM]
COc1ccc(-c2nc(NC(=O)CSCCO)sc2C)cc1	13%
C=CCOc1c(Br)cc(/C=C2/NC(=S)N(C(C)=O)C2=O)cc1OC	-1%
CCC1=C(OC(=O)N(CC)CC)N2C(=O)OC(=NCC(=O)OC)[C@]2(Cc2ccccc2)[C@H]2C1=CC[C@H]1C(=O)N(C)C(=O)[C@H]12	10%
O=C(COC(=O)Cn1cnc2ccccc21)Nc1cc(S(=O)(=O)N2CCOCC2)ccc1Cl	-1%[57.5 µM]
CCCSc1nc2ccsc2c(=O)n1CC	-5%
O=C(c1csnn1)N1CCC2(CC1)CN(c1ccncc1)C2	9%
CC(NC(=O)Nc1cccc(Cl)c1)C(c1cccs1)N1CCCC1 (configuration not stated)	19%
CCCOc1ccc(N2C(=O)CC(SC(=N)N3N=C(c4ccccc4)CC3c3ccccc3)C2=O)cc1 (configuration not stated)	2%
Cc1cccc(-n2cc(CN3CCN(Cc4nccn4C)CC3)c(-c3cccc(F)c3)n2)c1	-14%
COc1ccc(-c2csc(NC(=O)CSc3nc(SC)ns3)n2)cc1	-2%
CN(C(=O)c1ccco1)c1nc(CC(=O)Nc2ccccc2)cs1	-3%
O=C(Nc1nc(=O)[nH]s1)c1ccccc1	3%
O=C(CN1C(=O)CCC1=O)Nc1nc(-c2ccc3ccccc3c2)cs1	5%
COc1cc(-c2nc3n(n2)C(c2ccncc2)C2=C(CCCC2=O)N3)cc(OC)c1OC (configuration not stated)	-5%
O=C(Nc1nc(-c2ccncc2)cs1)C1c2ccccc2Oc2ccccc21	9%
CC(=O)Nc1ccc(OCc2cnc(Cl)s2)cc1	-6%
NC(=O)NC(CC(=O)NCCCc1ccccc1)c1ccccc1Cl (configuration not stated)	1%
C/C(=N/NC(=O)c1cc(-c2cccc([N+](=O)[O-])c2)n[nH]1)c1cccc(O)c1	-3%[57.5 µM]
COc1cccc(S(=O)(=O)Nc2cccc(C(=O)N3CCCCCC3)c2)c1	-2%
O=C(CSc1nnc(Cc2ccc3c(c2)OCO3)n1C1CCCCC1)NC1CCCC1	4%
Clc1ccc(CO/N=C2\CCCc3nonc32)cc1	-4%
CC1CCCN(C(c2ccccc2)c2sc3ncnn3c2O)C1 (configuration not stated)	-11%[57.5 µM]
Cc1cc(Nc2cccc(Cl)c2)n2ncnc2n1	-2%
COc1ccc(/C=C/C(=O)Nc2cccc(S(=O)(=O)N3CCCC3)c2)cc1OC	u
CCc1cc(C(=O)OC)c(NC(=O)CC2SC(=NC)N(C)C2=O)s1 (configuration not stated)	-4%
CC(C)(C)c1ccc(/C=C/C(=O)N2CCCCC2)cc1	-5%[57.5 µM]
CCOC(=O)c1nc(-c2ccccc2)sc1C(C)=O	-1%[57.5 µM]
CCOC(=O)C1=C(C)NC2=C(C(=O)OC2)C1c1ccccc1 (configuration not stated)	2%
Cc1ccc(S(=O)(=O)N(CC(=O)Nc2ccccc2C(=O)O)c2ccccc2)cc1	-2%
O=C(CN1C(=O)NC2(CCc3ccccc3C2)C1=O)Nc1ccc(F)cc1 (configuration not stated)	-1%
O=C(CNc1ccc(F)cc1)N/N=C1\CCCc2ccccc21	-6%
CCOC(=O)C(NC(=O)c1ccccc1)(OCC1(CC)COC1)C(F)(F)F (configuration not stated)	1%
C=CCNC(=S)NNc1nc2c(c(=O)[nH]1)C1(CCCCC1)Cc1ccccc1-2	-4%
O=C1C(CCCNC(=S)NCc2ccccc2)NC(=S)N1Cc1ccccc1 (configuration not stated)	3%
O=C(COC(=O)C1(c2ccc(F)cc2)CCCC1)Nc1ncc(C(F)(F)F)cc1Cl	-1%
CC(=O)NC(Cc1cccc(F)c1)C(=O)NC1CCN(C(=O)c2cccc(C)c2)CC1 (configuration not stated)	-4%
CCCCC(=O)NC(Nc1sc2c(c1C(N)=O)CCCC2)(C(=O)OCC)C(F)(F)F (configuration not stated)	4%
CCc1cccc2[nH]c3cc([N+](=O)[O-])ccc3c12	3%[57.5 µM]

Some of the entries so far, as labelled records:
> CCOC(=O)c1nc(-c2ccccc2)sc1C(C)=O
  ERK EGF inh: -1%[57.5 µM]
> CCOC(=O)C1=C(C)NC2=C(C(=O)OC2)C1c1ccccc1 (configuration not stated)
  ERK EGF inh: 2%

Carrying on:
SMILES	ERK EGF inh
Cc1ccn2c(NC3CCCCC3)c(C(C)C)nc2c1	6%
COC(=O)c1ccc(C(=O)OCc2nc3cc4ccccc4cc3[nH]2)cc1	u
CCN1CCC2(CCN(Cc3cn[nH]c3-c3ccc(OC)c(F)c3)C2)C1 (configuration not stated)	-5%
COc1ccccc1Oc1ncnc2sccc12	5%
Cc1noc(C)c1CN(C(=S)NC1CC2CCC1C2)c1ccccc1 (configuration not stated)	8%
COc1ccc2[nH]cc(CCn3ccc(O)c(C/C=C/c4ccccc4)c3=O)c2c1	-1%
COCCNC(=S)Nc1ccccn1	-1%
O=C(CC1Sc2ccccc2NC1=O)NCc1ccc(Cl)cc1 (configuration not stated)	-11%
CN1CCN(C(=S)NC(=O)c2ccco2)CC1	6%
CCOc1cc(/C=C2\SC(=N)N(c3nccs3)C2=O)ccc1OCCN1CCOCC1	-2%
Cc1cc(NS(=O)(=O)c2ccc(NC(=O)CSc3nc4sc(C(=O)O)c(C)c4c(=O)[nH]3)cc2)no1	4%[57.5 µM]
COc1ccc(N2CS(=O)CC2=O)cc1 (configuration not stated)	-2%
O=C(Nc1ccccc1)Nc1ccc2ocnc2c1	-5%
CC(NC(=O)CCc1nnc(C2CCCCC2)o1)c1ccc(F)cc1 (configuration not stated)	-13%[57.5 µM]
O=C(O)CCN1C(=O)c2ccc(NC(=O)CSCc3ccccc3)cc2C1=O	2%
CC(=O)Nc1ccccc1C(F)(F)F	-4%[57.5 µM]
COc1ccccc1CC(=O)NCCc1ccc(S(N)(=O)=O)cc1	-1%
CCCCCc1cc(=O)oc2c(C(CCN3CCN(c4ccccc4)CC3)c3ccc4c(c3)OCO4)c(OC)cc(OC)c12 (configuration not stated)	-4%[57.5 µM]
COc1ccc(-c2cnc3nc(/N=C/N(C)C)nn3c2/N=C/N(C)C)cc1	4%
C/C(=N\Nc1nc2ccc(Cl)cc2o1)c1ccccc1	-11%[57.5 µM]

Fetched by structure from the list above (3):
SMILES	ERK EGF inh
O=C(O)CCN1C(=O)c2ccc(NC(=O)CSCc3ccccc3)cc2C1=O	2%
Cc1noc(C)c1CN(C(=S)NC1CC2CCC1C2)c1ccccc1 (configuration not stated)	8%
COc1ccc(N2CS(=O)CC2=O)cc1 (configuration not stated)	-2%

The list is partial; rates above refer to the full screens.
